Screens (PubChem BioAssay)
GPR151 ag: activates the human receptor GPR151; PathHunter beta-arrestin GPR151 cells, luminescence; Q8TDV0; activation, % at 11.2 µM; actives 1% (n = 650,000); AID 1508602; in the data active = activation above about 4.9%;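 also: 0% = median of compound wells and 100% = cells with positive control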
Target sequence (Q8TDV0 whole entry, looked up): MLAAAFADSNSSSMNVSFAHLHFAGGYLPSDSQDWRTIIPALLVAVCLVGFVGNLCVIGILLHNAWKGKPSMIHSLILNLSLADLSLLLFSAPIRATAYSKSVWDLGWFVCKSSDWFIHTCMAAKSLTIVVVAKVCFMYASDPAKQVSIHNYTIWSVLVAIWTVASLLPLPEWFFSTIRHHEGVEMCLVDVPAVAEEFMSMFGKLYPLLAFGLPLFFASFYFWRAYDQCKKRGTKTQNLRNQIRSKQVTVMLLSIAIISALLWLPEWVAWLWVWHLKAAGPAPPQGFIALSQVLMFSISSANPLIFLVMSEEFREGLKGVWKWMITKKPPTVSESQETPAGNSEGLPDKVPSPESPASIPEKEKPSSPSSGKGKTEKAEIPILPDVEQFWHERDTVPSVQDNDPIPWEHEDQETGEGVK
MITF inh: inhibitors of human MITF. O75030. inhibition, % at 2.6 µM. actives 0.91% (n = 650,000). AlphaScreen MITF homodimerization, bead proximity signal; in the data active = inhibition above about 50%;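 also: 0% = vehicle wells with protein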
Target sequence (O75030 whole entry, looked up): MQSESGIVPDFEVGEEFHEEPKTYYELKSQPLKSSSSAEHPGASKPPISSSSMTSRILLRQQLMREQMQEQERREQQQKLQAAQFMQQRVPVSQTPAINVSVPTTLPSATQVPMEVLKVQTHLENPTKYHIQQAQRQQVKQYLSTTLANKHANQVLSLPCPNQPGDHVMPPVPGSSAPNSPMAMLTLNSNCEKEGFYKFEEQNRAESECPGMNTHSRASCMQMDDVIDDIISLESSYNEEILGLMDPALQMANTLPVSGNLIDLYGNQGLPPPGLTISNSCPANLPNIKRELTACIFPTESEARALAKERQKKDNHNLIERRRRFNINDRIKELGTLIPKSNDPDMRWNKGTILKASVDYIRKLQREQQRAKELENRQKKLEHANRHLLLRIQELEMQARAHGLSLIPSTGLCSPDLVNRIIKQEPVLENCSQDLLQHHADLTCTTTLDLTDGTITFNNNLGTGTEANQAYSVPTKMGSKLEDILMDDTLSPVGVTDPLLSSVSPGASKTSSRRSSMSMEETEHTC
FBW7 activator: activators of human E3 ligase FBW7; Q969H0; AlphaScreen FBW7–phospho-cyclin E peptide binding, activator screen; normalized activity (activation), % at 26.1 µM; actives 0.13% (n = 650,000); in the data active = normalized activity above about 1.9%;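 also: purified mutant Fbw7 with reduced substrate affinity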
TEAD-YAP inh: TEAD-YAP interaction inhibition. inhibition, % at 9.12 µM. actives 1.4% (n = 640,000). HEK-TIYL cells, TEAD-Gal4/YAP UAS-luciferase luminescence; in the data active = inhibition above about 32%;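 also: 0% = median of test compound wells and 100% = reference inhibitor wells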
Numbers without * were called inactive; nt = not tested or not shown.

SMILES | GPR151 ag | MITF inh | FBW7 activator | TEAD-YAP inh
COc1nn(C)cc1C(=O)Nc1ccc(C(=O)NCc2c(F)cccc2F)cc1 | -0.7 | -3 | 0.1 | -6
COc1ccc(/C=C/C(=O)O/N=C(\N)c2ccccn2)cc1OC | -0.2 | 4 | -0.2 | -41
COC(=O)c1c(N)sc(C)c1-c1ccc(OC)cc1 | 1.4 | -6 | 0.0 | 5
CCOC(=O)c1ccc(Nc2nc(-c3cc4cc(Cl)ccc4oc3=O)cs2)cc1 | 0.7 | 2 | -0.1 | -8
CCOC(=O)c1c(-c2ccc(OC)cc2)oc2ccc(OCc3ccccc3C)cc12 | -0.8 | -2 | -0.1 | -5
O=C(c1cc(-c2cccs2)on1)N1CCn2cc(C(F)(F)F)nc2C1 | -1.0 | 17 | 0.3 | 1
C1=C(c2cc3ccccc3o2)SC2=NCCN12 | -0.4 | 3 | 0.1 | 6
CCOc1ccc(NC(=O)CCC(=O)NNC(=O)NC2CCCCC2)cc1 | -0.7 | -2 | -0.1 | -9
COC(=O)/C=C\C(=O)Nc1ccc(O)c(C(=O)O)c1 | 0.0 | 5 | 0.1 | -4
COc1ccc(C(=O)OCC(=O)c2ccc(Br)cc2)cc1OC | -1.5 | -18 | -0.1 | -9
Cc1ccc(NC(=O)CSc2nnc3[nH]c(=O)c(C)nn23)c(C)c1 | 2.5 | -3 | 0.1 | 4
O=C(CN1CCCCCC1)N/N=C/c1ccsc1 | -1.5 | 27 | -0.2 | 5
COc1ccc2c(c1)CCc1c(C(=O)Nc3ccc4c(c3)OCO4)noc1-2 | -0.2 | -6 | -0.1 | -11
O=C(Nc1nnc(-c2ccc(Cl)cc2)o1)c1ccccc1[N+](=O)[O-] | -2.2 | 15 | 0.0 | -9
CN(C)c1ccc(-c2cnc3c(n2)[nH]c(=O)n3-c2ccccc2)cc1 | 6.0* | -1 | 0.1 | -10
O=C(CSc1nc2ccccc2[nH]1)Nc1ccc(F)cc1 | -1.6 | 4 | 0.2 | 5
O=C(O)C1CCCN1S(=O)(=O)c1cccc2cccnc12 (stereo unspecified) | 1.0 | 3 | -0.2 | -3
O=C(CCC(=O)OCC(F)(F)F)Nc1nc2ccccc2s1 | 0.8 | -1 | -0.1 | 8
CN(C)c1ccc(CCNC(=O)COc2ccc(F)cc2)cc1 | 1.1 | 14 | -0.5 | 9
CN(Cc1ccncn1)C(=O)CC1C(=O)NCCN1Cc1ccccc1C(F)(F)F (stereo unspecified) | -0.5 | 8 | -0.1 | -9
NS(=O)(=O)c1ccc(NS(=O)(=O)c2ccc(NC(=O)c3ccccc3)cc2)cc1 | 1.0 | -2 | 0.1 | 0
O=C(CC1C(=O)NCCN1Cc1ccccc1C(F)(F)F)NCCN1CCOCC1 (stereo unspecified) | 0.3 | -4 | 0.1 | 5
O=C(NCC1CCCN(C2CCOCC2)C1)c1ccc2c(c1)OCO2 (stereo unspecified) | -0.7 | 8 | 0.3 | 4
CC(COc1ccccc1)N1CCC(CCC(=O)NC2CC2)CC1 (stereo unspecified) | -2.1 | -6 | -0.1 | 1
Cn1c(=O)[nH]c(=O)c2c1nc(N1CCCCCC1)n2CCCSc1ncccn1 | 0.3 | 7 | 0.3 | -3
COc1cc(C(=O)NC(=S)NNC(=O)c2ccco2)cc(OC)c1OC | 0.4 | -32 | 0.0 | -28
NNC(=O)c1ccc(-c2ccc(F)cc2)s1 | 0.3 | 2 | -0.1 | -4
CN1C(=O)NC(NS(=O)(=O)c2ccc(Cl)cc2)(C(F)(F)F)C1=O (stereo unspecified) | 0.4 | 0 | 0.1 | 6
O=C(N1CCC(c2ccncc2)CC1)C1(c2ccccc2)CC1 | -0.2 | -23 | -0.1 | -10
COc1ccc(-c2nc(NCCCN3CCCC3=O)nc(OC)n2)cn1 | -0.4 | 10 | 0.2 | -5
Cc1ccccc1C(=O)Nc1ccc2nn(-c3cccc(Cl)c3)nc2c1 | -0.5 | -3 | -0.1 | -9
OCCNc1ccnc(N2CCN(Cc3ccc4c(c3)OCO4)CC2)n1 | -2.0 | 14 | 0.4 | 0
Cc1ccc(CN2CCN(/N=C/c3ccc([N+](=O)[O-])cc3)CC2)c(C)c1 | 0.1 | 15 | -0.2 | 10
COc1ccc(/C(C)=N/Nc2cccc(C)c2)c(O)c1 | 3.0 | -11 | 0.2 | -13
CC1=C(C(=O)OCC2CCCO2)C(c2ccccc2Br)NC(=O)N1 (stereo unspecified) | 1.2 | 8 | 0.0 | 6
CC(=O)N1CCN(c2c(C)c(C)nc3cc(-c4ccc(F)cc4)nn23)CC1 | -1.4 | -14 | 0.0 | -57
CC(C)Cn1c(=O)c2sccc2n2c(CCCC(=O)NCCc3ccccc3)nnc12 | 3.3 | -1 | 0.1 | -3
CCOC(=O)C(NC(=O)c1ccc(F)cc1)(Nc1sc2c(c1C(N)=O)CCCC2)C(F)(F)F (stereo unspecified) | 1.4 | 6 | -0.2 | 2
CC1(C)CC(NC(=S)NC2CCCCC2)CC(C)(C)N1 | 0.5 | -3 | 0.0 | 6
CC(C)NC(=O)CC(=O)N/N=C\c1ccccc1C(=O)O | -1.1 | 3 | 0.0 | -1

Reprinted from the part before: two compounds, then new ones.
SMILES | GPR151 ag | MITF inh | FBW7 activator | TEAD-YAP inh
CC1(C)CC(NC(=S)NC2CCCCC2)CC(C)(C)N1 | 0.5 | -3 | 0.0 | 6
CC(C)NC(=O)CC(=O)N/N=C\c1ccccc1C(=O)O | -1.1 | 3 | 0.0 | -1
C=CCOc1cccc(C(=O)N2CCN(c3ccc(OC)cc3)CC2)c1 | -0.1 | 15 | 0.0 | -6
CC(=O)c1cccc(-c2nc3ncnc(NC4CCN(Cc5ccccc5)CC4)c3[nH]2)c1 | -1.4 | -9 | -0.2 | -15
CCN1CCCC1CNCC(O)COC(c1ccccc1)c1ccccc1 (stereo unspecified) | -1.1 | 13 | -0.1 | 1
Cc1cccc(NC(=O)CNCc2cccnc2)c1C | -0.3 | 83* | 0.0 | -4
Cn1c(SCC(=O)NCc2ccccc2)nnc1-c1ccc(C(C)(C)C)cc1 | 1.0 | 2 | 0.1 | 5
CCCn1c(CN2CCC(C)CC2)nc2c1c(=O)n(C)c(=O)n2C | 0.3 | -5 | 0.1 | 8
N#C/C(=C/Nc1ccccc1)c1nc(-c2cccs2)cs1 | -0.2 | 7 | 0.6 | 7
O=C(C1CC(=O)N(c2ccccc2F)C1)N1CCC(O)(c2ccccn2)CC1 (stereo unspecified) | 0.0 | 5 | 0.1 | 2
CCOc1cc(C(c2c(C)[nH][nH]c2=O)c2c(C)[nH][nH]c2=O)cc([N+](=O)[O-])c1O | 0.2 | -9 | -0.2 | -1
COc1cccc(/C=N/NC(=O)c2cccc(Br)c2)c1OC | -3.3 | 8 | -0.1 | -33
CC[C@@H]1NC(=O)[C@@H]2C[C@H](NC(=O)c3cccc(F)c3F)CN2C1=O | 9.7* | 6 | 0.3 | 9
O=C(c1ccn[nH]1)N1CCc2c(nc(N3CCCC3)[nH]c2=O)C1 | 0.2 | 15 | -0.1 | 6
Cc1ccoc1C(=O)NCC1Cc2cc(-c3ccccn3)cc(F)c2O1 (stereo unspecified) | -1.8 | -1 | 0.1 | -11
CCC(C)CN1CCc2nnc(CCNC(=O)c3ccoc3)n2CC1 (stereo unspecified) | 1.5 | 8 | 0.0 | -3
Cc1ccc(C(=O)N2CCN3C(=O)[C@@H]([C@H](C)O)NC(=O)[C@H]3C2)cc1F | 0.6 | -11 | -0.5 | -8
CCCCCCCCCCCC(=O)c1nc2ncccc2o1 | 2.7 | 12 | nt | nt
CC(C)(C)N=C1NN=C(c2ccc(F)cc2)CS1 | 2.3 | -6 | 0.1 | -8
COC(=O)c1cc(N2C(=O)C3C4C=CC(C4=C(C)C)C3C2=O)ccc1Cl (stereo unspecified) | -0.6 | 4 | 0.0 | 3
Nc1nc(NCCc2ccc(O)cc2)cc(Nc2ccc(N3CCOCC3)cc2)n1 | 0.2 | -9 | -0.2 | 6
COc1ccccc1NC(=O)CN1C(=O)c2cccc3cccc(c23)C1=O | -1.4 | 4 | 0.2 | 11

Taken from above:
FBW7 activator, COC(=O)c1cc(N2C(=O)C3C4C=CC(C4=C(C)C)C3C2=O)ccc1Cl (stereo unspecified) is entered as 0.0
FBW7 activator, COc1cccc(/C=N/NC(=O)c2cccc(Br)c2)c1OC is entered as -0.1

(cont.)
SMILES | GPR151 ag | MITF inh | FBW7 activator | TEAD-YAP inh
COC(=O)c1ccc(Nc2nc(-c3ccc(OC)cc3)c(CC(=O)O)s2)cc1 | 1.3 | 11 | 0.1 | 2
Cc1ccccc1NC(=O)c1cc2c(CO)cnc(C)c2oc1=Nc1cccc(F)c1 | 0.6 | 11 | 0.8 | 8
CCOc1cc(/C=N/n2cnnc2)ccc1OCc1ccccc1Cl | -1.5 | -12 | 0.0 | -11
COc1ccc(NC(=O)C(Cc2ccccc2)n2cccc2)cc1 (stereo unspecified) | 0.5 | 2 | -0.6 | -22
O=C(Nc1ccc([N+](=O)[O-])cc1)N1CCN(C(=O)c2ccco2)CC1 | -2.3 | 27 | 0.4 | -5
N#CC1=C(SCC(N)=O)NC(=O)CC1c1cccc(O)c1 (stereo unspecified) | 1.2 | -5 | 0.2 | 10
Cc1ccc([N+](=O)[O-])c(OCCOCCN2CCc3ccccc3C2)c1 | 5.7* | -2 | 0.3 | 11
O=C(NN/C=C/c1ccccc1O)c1ccco1 | -2.0 | 8 | -0.5 | -54
CC(C)CC(=O)N1CCC(O)(CS(=O)(=O)Cc2ccccc2)CC1 | -0.6 | -10 | 0.1 | 5
CCCS(=O)(=O)N1CCCC(c2nc(-c3ccc(C(C)C)cc3)no2)C1 (stereo unspecified) | -0.7 | 11 | -0.2 | 6
O=C(CCC(=O)Nc1ccc2ccccc2c1)Nc1ccc2ccccc2c1 | -1.5 | 13 | -0.1 | 3
Cc1cccc(NC(=O)CN2CCC(c3nc4ccccc4[nH]3)CC2)c1 | -0.9 | 5 | 0.1 | 10
CC(C)CCC1(C)NC(=O)N(CC(=O)Nc2ccc3c(c2)OC(F)(F)O3)C1=O (stereo unspecified) | 0.1 | 8 | 0.1 | 10
COc1cc(OC)c(/C=C2\C(=O)N(c3nc(-c4ccc(C)cc4)cs3)N=C2c2ccc([N+](=O)[O-])cc2)cc1Br | 0.4 | 4 | -0.2 | 4
CCSc1nnc(Nc2ccc(C(C)C)cc2)s1 | 2.3 | 8 | 0.0 | -56
N#CC(C#N)=C(N)/C(C#N)=C/c1ccco1 | 1.6 | 13 | 0.1 | 3
CC1CC(C)CN(CCC(=O)Nc2ccc(F)cc2)C1 (stereo unspecified) | 0.3 | 11 | -0.2 | 4
Fc1ccc(C2=NN(c3ccc(Br)cc3)C(c3cccs3)C2)cc1 (stereo unspecified) | 0.8 | 0 | 0.3 | -3
CC(C1CC1)N(C(=O)c1cccc([N+](=O)[O-])c1)c1ccccc1 (stereo unspecified) | 0.2 | 9 | 0.5 | -11
O=C1c2ccccc2C(Nc2ccc(F)cc2F)N1c1cccnc1 (stereo unspecified) | 1.3 | 11 | 0.1 | 0

Entries listed so far that have fluorine:
SMILES | GPR151 ag | MITF inh | FBW7 activator | TEAD-YAP inh
COc1nn(C)cc1C(=O)Nc1ccc(C(=O)NCc2c(F)cccc2F)cc1 | -0.7 | -3 | 0.1 | -6
O=C(c1cc(-c2cccs2)on1)N1CCn2cc(C(F)(F)F)nc2C1 | -1.0 | 17 | 0.3 | 1
O=C(CSc1nc2ccccc2[nH]1)Nc1ccc(F)cc1 | -1.6 | 4 | 0.2 | 5
O=C(CCC(=O)OCC(F)(F)F)Nc1nc2ccccc2s1 | 0.8 | -1 | -0.1 | 8
CN(C)c1ccc(CCNC(=O)COc2ccc(F)cc2)cc1 | 1.1 | 14 | -0.5 | 9
CN(Cc1ccncn1)C(=O)CC1C(=O)NCCN1Cc1ccccc1C(F)(F)F (stereo unspecified) | -0.5 | 8 | -0.1 | -9
O=C(CC1C(=O)NCCN1Cc1ccccc1C(F)(F)F)NCCN1CCOCC1 (stereo unspecified) | 0.3 | -4 | 0.1 | 5
NNC(=O)c1ccc(-c2ccc(F)cc2)s1 | 0.3 | 2 | -0.1 | -4
CN1C(=O)NC(NS(=O)(=O)c2ccc(Cl)cc2)(C(F)(F)F)C1=O (stereo unspecified) | 0.4 | 0 | 0.1 | 6
CC(=O)N1CCN(c2c(C)c(C)nc3cc(-c4ccc(F)cc4)nn23)CC1 | -1.4 | -14 | 0.0 | -57
CCOC(=O)C(NC(=O)c1ccc(F)cc1)(Nc1sc2c(c1C(N)=O)CCCC2)C(F)(F)F (stereo unspecified) | 1.4 | 6 | -0.2 | 2
O=C(C1CC(=O)N(c2ccccc2F)C1)N1CCC(O)(c2ccccn2)CC1 (stereo unspecified) | 0.0 | 5 | 0.1 | 2
CC[C@@H]1NC(=O)[C@@H]2C[C@H](NC(=O)c3cccc(F)c3F)CN2C1=O | 9.7* | 6 | 0.3 | 9
Cc1ccoc1C(=O)NCC1Cc2cc(-c3ccccn3)cc(F)c2O1 (stereo unspecified) | -1.8 | -1 | 0.1 | -11
Cc1ccc(C(=O)N2CCN3C(=O)[C@@H]([C@H](C)O)NC(=O)[C@H]3C2)cc1F | 0.6 | -11 | -0.5 | -8
CC(C)(C)N=C1NN=C(c2ccc(F)cc2)CS1 | 2.3 | -6 | 0.1 | -8
Cc1ccccc1NC(=O)c1cc2c(CO)cnc(C)c2oc1=Nc1cccc(F)c1 | 0.6 | 11 | 0.8 | 8
CC(C)CCC1(C)NC(=O)N(CC(=O)Nc2ccc3c(c2)OC(F)(F)O3)C1=O (stereo unspecified) | 0.1 | 8 | 0.1 | 10
CC1CC(C)CN(CCC(=O)Nc2ccc(F)cc2)C1 (stereo unspecified) | 0.3 | 11 | -0.2 | 4
Fc1ccc(C2=NN(c3ccc(Br)cc3)C(c3cccs3)C2)cc1 (stereo unspecified) | 0.8 | 0 | 0.3 | -3
O=C1c2ccccc2C(Nc2ccc(F)cc2F)N1c1cccnc1 (stereo unspecified) | 1.3 | 11 | 0.1 | 0
